p53ts 39C kill = qHTS Screen for Compounds that Selectively Target Cancer Cells with p53 Mutations: Cytotoxicity of p53ts Cells at the Nonpermissive Temperature; H1299-p53A138V viability at 39C, ATP luminescence, 24 h; Potency, µM (highest dose often 46.1 µM), inactives show at the top dose activity change, negative = cell killing, most hits filed as cytotoxic; 1.5% of 130,000 active; AID 902, 2007; note: nearly all actives have a fitted effect of over 55% in size
p53ts 32C kill = qHTS Screen for Compounds that Selectively Target Cancer Cells with p53 Mutations: Cytotoxicity of p53ts Cells at the Permissive Temperature. H1299-p53A138V at 32C, ATP luminescence viability, 24 h. Potency, µM (highest dose often 46.1 µM), for inactives: top-dose activity change, negative = cytotoxicity, most hits filed as cytotoxic. 0.93% of 130,000 active;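 note: 0% = DMSO and -100% = full killing by reference compound; nearly all actives have a fitted effect of over 55% in size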
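Viability by ATPlite luminescence after 24 h compound treatment (up to 46 uM) at the permissive 32C. Cells are H1299 carrying p53 A138V. Scale runs from DMSO basal to 100 uM tamoxifen as full kill; AC50 from Hill fits.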
IkB sig inh = IkB Signaling. ABC-DLBCL IkBa-CBG/CBR dual luciferase ratio, 4 h; response scale: scaled: untreated 0%, proteasome inhibitor 100%. Potency, µM (highest dose often 57.1 µM), for inactives: top-dose IkBa stabilization activation. 0.04% of 110,000 active; active = well fitted curve in the direction sought with a large enough effect in the signal ratio, not every such curve was filed as active; inconclusive = small, poorly fitted or top-dose-only effect, or a change in a side signal; the % refers to the signal ratio;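 note: the direction sought is a rising ratio; 0% = basal untreated cells and 100% = reference inhibitor full response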
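Luminescence ratio of IκBα-fused green versus native red beetle luciferase in OCI-Ly3 cells, 4 h post-doxycycline with compound; red signal alone, scaled from basal (0%) to zero light (-100%), flagged nonspecific or cytotoxic effects.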
Peg3 imprint = qHTS Assay for Compounds that Induce Erasure of Genomic Imprints; mouse ES Peg3-LacZ reporter, beta-gal luminescence, 40 h; Potency, µM (series often up to 60.7 µM), for the others: at the highest dose activity change, positive = activation, hits mostly activators; 0.02% of 110,000 active;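 note: 0% = negative control wells on the plate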
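Gelatin-coated wells received 300 freshly trypsinized female ES cells with a Peg3LacZ-Neo reporter on the maternal allele, then incubated 40 hours at 37C. BetaGlo was added for 5 minutes at room temperature before a single luminescence read.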
Active calls of the source: *; [ ] = another dose, or the depositor's remark. Unless noted, calls come from the whole dose curve; as a rule, active = well fitted curve in the direction sought with a large enough effect; inconclusive = small, poorly fitted or top-dose-only effect, or another doubt; inactive = no such curve, though single readings can be large; an effect the other way counts as inactive or inconclusive. Unless noted, % is set by controls: 0 for no effect and ±100 for the full control effect; potency is the fitted concentration of half-maximal effect. Outcome played no part in choosing rows. About 1.8% of those tested had a hit in this group.

The opening three compounds, ahead of the listing:
Screening O=C(CN1C(=O)C2CCCN2C(=O)c2ccccc21)Nc1ccccc1-n1cccc1 (stereo not drawn) returned p53ts 39C kill 0%, p53ts 32C kill 5%, IkB sig inh 2.7% and Peg3 imprint -5%.
COc1ccc(CC(=O)NCc2nc3cccnc3n2Cc2ccc(C)cc2)cc1 was read as p53ts 39C kill -23%, p53ts 32C kill -3%, IkB sig inh 0.3% and Peg3 imprint -15%[10.9 µM].
`CCCCN(C)C(=O)C1CCCN(c2ncnc3onc(C)c23)C1` (stereo not drawn) gave p53ts 39C kill -8%, p53ts 32C kill -12%, IkB sig inh -1.1% and Peg3 imprint -15%[10.9 µM].

Results, from the start:
Screening O=C(CN1C(=O)C2CCCN2C(=O)c2ccccc21)Nc1ccccc1-n1cccc1 (stereo not drawn) returned p53ts 39C kill 0%, p53ts 32C kill 5%, IkB sig inh 2.7% and Peg3 imprint -5%.
COc1ccc(CC(=O)NCc2nc3cccnc3n2Cc2ccc(C)cc2)cc1 was read as p53ts 39C kill -23%, p53ts 32C kill -3%, IkB sig inh 0.3% and Peg3 imprint -15%[10.9 µM].
`CCCCN(C)C(=O)C1CCCN(c2ncnc3onc(C)c23)C1` (stereo not drawn) gave p53ts 39C kill -8%, p53ts 32C kill -12%, IkB sig inh -1.1% and Peg3 imprint -15%[10.9 µM].
For Cc1cc2oc(=O)cc(CN3CCc4ccccc43)c2cc1Cl the results were p53ts 39C kill 4%, p53ts 32C kill 8%, IkB sig inh 0.9% and Peg3 imprint -9%.
Screening CCOc1cc(NC(=O)C2CC2)c(OCC)cc1NC(=O)c1cccnc1 returned p53ts 39C kill 9%, p53ts 32C kill 5%, IkB sig inh -0.2% and Peg3 imprint -6%.
Screening CNC(=O)[C@@]1(Cc2ccccc2)C=C[C@@H](C)N1C(C)=O returned p53ts 39C kill 9%, p53ts 32C kill 6% and Peg3 imprint -7%.
For O=C(Nc1ccc(N2CCCC2=O)cc1)c1cccc(F)c1 the results were p53ts 39C kill inconclusive, p53ts 32C kill inconclusive, IkB sig inh 3.1% and Peg3 imprint -86%[inhibitor].
`CCCn1c(C)nc2c(NCCO)nc(C)nc21` gave p53ts 39C kill 4%, p53ts 32C kill 10% and Peg3 imprint -3%.
Screening CCOc1ccccc1NC(=O)C1CCN(S(=O)(=O)c2ccc3c(c2)CCCN3C(C)=O)CC1 returned p53ts 39C kill 11%, p53ts 32C kill -5%, IkB sig inh inconclusive and Peg3 imprint 10%[10.9 µM].
`Cc1cc(C)c(C#N)c(SCC(=O)Nc2ccccc2C(N)=O)n1` gave p53ts 39C kill 2µM*, p53ts 32C kill 13µM*, IkB sig inh 0.9% and Peg3 imprint -2%.
For CCOC(=O)C1C(=O)Nc2nc(C)nn2C1c1ccccc1 (stereo not drawn) the results were p53ts 39C kill 5%, p53ts 32C kill 3%, IkB sig inh 1.7% and Peg3 imprint -7%.
For Cn1cc(C(=O)N2CCN(c3cccc(C(F)(F)F)c3)CC2)c2c3ccccc3n(C)c2c1=O the results were p53ts 39C kill 13µM*, p53ts 32C kill -5%, IkB sig inh inconclusive and Peg3 imprint -3%[10.9 µM].
For O=C(NCc1cccs1)C1CCCN(S(=O)(=O)c2cnc[nH]2)C1 (stereo not drawn) the results were p53ts 39C kill 16%, p53ts 32C kill 4%, IkB sig inh -0.2% and Peg3 imprint -5%.
`CCNc1oc(COc2cccc(C)c2)nc1C#N` gave p53ts 39C kill -15%, p53ts 32C kill -9%, IkB sig inh -0.4% and Peg3 imprint -11%.
COc1ccc(C2CC(C(F)(F)F)n3nc(C(=O)NCCN4CCOCC4)cc3N2)cc1 (stereo not drawn) was read as p53ts 39C kill -3%, p53ts 32C kill 7%, IkB sig inh 1.4% and Peg3 imprint 5%.
`c1coc(CNc2nc(-c3ccncc3)cs2)c1` gave p53ts 39C kill -9%, p53ts 32C kill -12%, IkB sig inh inconclusive and Peg3 imprint -21%.
Screening CCc1noc(C)c1C(=O)N1CCOCC1 returned p53ts 39C kill 4%, p53ts 32C kill -2%, IkB sig inh 1.3% and Peg3 imprint 14%.
Screening Cc1cccc(CC(=O)Nc2cc(=O)n(C)c(=O)n2C)c1 returned p53ts 39C kill 7%, p53ts 32C kill -5%, IkB sig inh 1.9% and Peg3 imprint -1%.
COCCn1nnnc1CN(Cc1cc2cc(OC)c(OC)cc2[nH]c1=O)C1CCCC1 was read as p53ts 39C kill -11%, p53ts 32C kill -6%, IkB sig inh -0.3% and Peg3 imprint -4%.
Screening CCOc1ccc(NC(=O)c2c(NC(=O)Cc3ccccc3)sc3c2CCC(C)C3)cc1 (stereo not drawn) returned p53ts 39C kill inconclusive, p53ts 32C kill -27%, IkB sig inh 4.9% and Peg3 imprint -10%[10.9 µM].
Screening Cc1ccc(-c2nc(CS(=O)(=O)CC(=O)N3CCCCCC3)c(C)o2)cc1 returned p53ts 39C kill 4%, p53ts 32C kill 3%, IkB sig inh 0.4% and Peg3 imprint -10%.
Screening COC(=O)c1c(C)oc2ccc(NS(=O)(=O)c3cc(OC)ccc3OC)cc12 returned p53ts 39C kill -2%, p53ts 32C kill 2%, IkB sig inh -0.3% and Peg3 imprint -9%.
CCn1cc(C(=O)OCC(=O)Nc2c(C)n(C)n(-c3ccccc3)c2=O)c(=O)c2ccc(C)nc21 was read as p53ts 39C kill 4%, p53ts 32C kill 16%, IkB sig inh 1.8% and Peg3 imprint -3%.
For CCC1=Nc2cc(C(=O)NCc3ccccc3OC)ccc2Sc2ccc(Cl)cc21 the results were p53ts 39C kill -26%, p53ts 32C kill -2%, IkB sig inh inconclusive and Peg3 imprint -19%[10.9 µM].
Screening Cc1ccc(NC(=O)c2cccc3c(=O)c4c([nH]c23)CCCC4)c(C)c1 returned p53ts 39C kill -23%, p53ts 32C kill -25%, IkB sig inh inconclusive and Peg3 imprint -12%[10.9 µM].
O=C(c1ccco1)N1CCC2(CCN(Cc3nccs3)CC2)CC1 was read as p53ts 39C kill 6%, p53ts 32C kill 0% and IkB sig inh -0.5%[11.4 µM].
`O=S(=O)(NCc1ccco1)c1cccc2cccnc12` gave p53ts 39C kill 4%, p53ts 32C kill -3%, IkB sig inh -3.8% and Peg3 imprint 7%.
For CCOc1ccc(NC(=O)CN2C(=O)CC(C)Sc3ccccc32)cc1 (stereo not drawn) the results were p53ts 39C kill inconclusive, p53ts 32C kill -3%, IkB sig inh inconclusive and Peg3 imprint 14%[10.9 µM].
CCS(=O)(=O)N1CCC(C(=O)c2ccc(Cl)cc2)CC1 was read as p53ts 39C kill 6% and p53ts 32C kill inconclusive.
`Cc1conc1NC(c1cccs1)c1ccc2cccnc2c1O` (stereo not drawn) gave p53ts 39C kill inconclusive, p53ts 32C kill 13µM*, IkB sig inh inconclusive and Peg3 imprint -48%[inhibitor].
CCOc1cc(C(=O)Nc2ccc3oc(-c4ccc(CC)cc4)nc3c2)cc(OCC)c1OCC was read as p53ts 39C kill -7%, p53ts 32C kill 5%, IkB sig inh inconclusive and Peg3 imprint -18%[10.9 µM].
`Fc1ccccc1N1CCN(c2ncnc3[nH]ncc23)CC1` gave p53ts 39C kill 1%, p53ts 32C kill 7%, IkB sig inh -0.8% and Peg3 imprint 4%.
Screening COCCNC(=O)c1ccccc1-c1nc(-c2ccccc2OC)no1 returned p53ts 39C kill -4%, p53ts 32C kill -12%, IkB sig inh 7.7% and Peg3 imprint -11%.
For COc1ccc(OCC(=O)NC2CC(C)(C)NC(C)(C)C2)cc1 the results were p53ts 39C kill 7%, p53ts 32C kill 2%, IkB sig inh 2.4% and Peg3 imprint -16%.
For O=C(Cc1ccccc1)NCCSCc1ccco1 the results were p53ts 39C kill -3%, p53ts 32C kill 7%, IkB sig inh -0.5% and Peg3 imprint -6%.
Screening COc1cccc(CN2c3ccccc3-c3nc(SCC(=O)Nc4ccccc4Cl)ncc3S2(=O)=O)c1 returned p53ts 39C kill -6%, p53ts 32C kill -3%, IkB sig inh -2.0% and Peg3 imprint -14%[10.9 µM].
`Cc1cccc(CSc2nc(-c3cccc(C)c3)nc3c2Cc2c(CO)cnc(C)c2O3)c1` gave p53ts 39C kill 32%[activator], p53ts 32C kill 4%, IkB sig inh -0.8% and Peg3 imprint -12%[10.9 µM].
CCC(C)NC(=O)c1ccc(Cn2c(=O)c3cccn3c3cccnc32)cc1 (stereo not drawn) was read as p53ts 39C kill -18%, p53ts 32C kill 2%, IkB sig inh 0.3% and Peg3 imprint 10%[10.9 µM].
Screening C[N+](C)(N)Cc1nc(-c2ccc(Cl)cc2)no1 returned p53ts 39C kill 5%[9.22 µM], p53ts 32C kill 4%[9.22 µM], IkB sig inh -0.6%[11.4 µM] and Peg3 imprint -10%[10.9 µM].
`CCOCCCNC(=O)c1ccc(NC(=O)N2CCCCc3ccccc32)cc1` gave p53ts 39C kill -20%, p53ts 32C kill 3%, IkB sig inh 1.3% and Peg3 imprint -6%[10.9 µM].
CCc1cc2c(cc3c(=O)n(CC(=O)N4CCC(C)CC4)nc(CC)n32)s1 was read as p53ts 39C kill -18%, p53ts 32C kill 15%, IkB sig inh -0.7% and Peg3 imprint -7%[10.9 µM].
For N#Cc1ccc(CN2CC[C@@]3(CCCN(C(=O)c4ccco4)C3)C2)cc1 the results were p53ts 39C kill -5%, p53ts 32C kill 35%[activator] and IkB sig inh 1.3%[11.4 µM].
O=C1c2ccccc2C(O)N1Cc1ccccc1Cl (stereo not drawn) was read as p53ts 39C kill -3%, p53ts 32C kill -2%, IkB sig inh 4.1% and Peg3 imprint -9%.
`CS(=O)(=O)N1CCCC(c2nc(-c3ccc(S(=O)(=O)NCc4ccccc4)cc3)no2)C1` (stereo not drawn) gave p53ts 39C kill -24%, p53ts 32C kill 19%, IkB sig inh inconclusive and Peg3 imprint -23%.
Screening Cc1ccc(Cn2c(Sc3ncccn3)nc3c2c(=O)[nH]c(=O)n3C)cc1 returned p53ts 39C kill -16%, p53ts 32C kill -20%, IkB sig inh -2.3% and Peg3 imprint -11%.
For CCOC(=O)c1cc(-c2ccccc2)sc1NC(=O)CSc1nnnn1C the results were p53ts 39C kill -8%, p53ts 32C kill 0%, IkB sig inh 0.6% and Peg3 imprint -16%.
For O=C(CSCc1n[nH]c(=O)[nH]1)NCCOc1cccc(Oc2ccccc2)c1 the results were p53ts 39C kill 5%, p53ts 32C kill 5%, IkB sig inh 1.6% and Peg3 imprint 0%.
`CC(Oc1ccc(C(=O)NC2CCCCC2)cc1)C(=O)O` (stereo not drawn) gave p53ts 39C kill -1%, p53ts 32C kill -8%, IkB sig inh -1.1% and Peg3 imprint 8%.
CN1CCN(c2ncc3nc(-c4ccccc4)c(=O)n(CCC#N)c3n2)CC1 was read as p53ts 39C kill -8%, p53ts 32C kill -10% and IkB sig inh -2.3%[11.4 µM].
Screening COc1cccc(OC)c1Cn1nnc2c(=O)[nH]c(C3CCN(C(=O)c4ccccc4)CC3)nc21 returned p53ts 39C kill 0%, p53ts 32C kill 7%, IkB sig inh -1.2% and Peg3 imprint -8%[10.9 µM].
For CCCOc1ccc(NC(=O)CC2C(=O)N(c3ccc(Cl)cc3)C(=O)N2CCc2ccncc2)cc1 (stereo not drawn) the results were p53ts 39C kill -27%, p53ts 32C kill 9%, IkB sig inh -2.0% and Peg3 imprint -4%[10.9 µM].
`Cc1cc2nc(-c3ccc(OCc4ccccc4F)cc3)cc(C(F)(F)F)n2n1` gave p53ts 39C kill -4%, p53ts 32C kill -10%, IkB sig inh -2.1% and Peg3 imprint -11%[10.9 µM].
CCOc1ccc(NC(=O)C2CCN(c3nnc(-n4c(C)ccc4C)s3)CC2)cc1 was read as p53ts 39C kill -9%, p53ts 32C kill -6%, IkB sig inh 0.3% and Peg3 imprint -10%[10.9 µM].
For COc1cccc(-c2cc(C(=O)Nc3cc(Cl)ccc3O)on2)c1 the results were p53ts 39C kill -15%, p53ts 32C kill -1%, IkB sig inh 1.2% and Peg3 imprint -10%[10.9 µM].
`COc1ccc(C2CC(=O)N(Cc3cccc(C)c3)c3c2c(C)nn3-c2nc(C)cc(C)n2)c(OC)c1` (stereo not drawn) gave p53ts 39C kill 16%, p53ts 32C kill 7%, IkB sig inh inconclusive and Peg3 imprint 4%[10.9 µM].

High-throughput results: PubChem, National Center for Advancing Translational Sciences (NCATS)
